CXCR6 inh: CXCR6 (human) receptor inhibition | CHO-K1 PathHunter CXCR6 beta-arrestin, luminescence | inhibition, % at 20 µM | 0.36% of 360,000 active; in the data active = inhibition above about 34%, passing the limit was not always enough;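 note: antagonist mode with CXCL16 agonist at 10 nM final; 0% = 10 nM CXCL16 with DMSO and 100% = unstimulated wells without agonist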
Target sequence (O00574 whole entry, looked up): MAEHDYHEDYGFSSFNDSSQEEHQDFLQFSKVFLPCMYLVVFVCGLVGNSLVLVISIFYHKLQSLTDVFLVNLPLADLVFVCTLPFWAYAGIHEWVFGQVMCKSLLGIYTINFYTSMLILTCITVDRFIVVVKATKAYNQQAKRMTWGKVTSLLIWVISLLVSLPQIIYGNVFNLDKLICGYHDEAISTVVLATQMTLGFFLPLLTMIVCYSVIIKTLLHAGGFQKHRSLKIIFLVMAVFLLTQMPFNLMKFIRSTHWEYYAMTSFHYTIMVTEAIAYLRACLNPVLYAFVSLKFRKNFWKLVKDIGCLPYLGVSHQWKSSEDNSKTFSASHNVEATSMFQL
Gli-Sufu antag: Gli-Sufu pathway antagonism; Sufu-KO-LIGHT fibroblasts, Gli luciferase reporter luminescence; inhibition, % at 5 µM; 0.74% of 340,000 active; AID 588413;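 active = inhibition above about 55%, limit read from the data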;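 note: 0% = DMSO-treated cells and 100% = wells with medium but no cells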
EBI2 antag: antagonists of human EBI2 receptor; P32249; EBI2 beta-arrestin recruitment, luminescence, 7a,25-OHC stimulated; inhibition, % at 5 µM; 0.81% of 360,000 active; in the data active = inhibition above about 38%;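 note: enzyme fragment complementation signal reports receptor beta-arrestin coupling in cells; 0% = agonist plus DMSO wells and 100% = wells without agonist; some results beyond the cut were filed as inactive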
Target sequence (P32249 whole entry, looked up, the tested form may be a part): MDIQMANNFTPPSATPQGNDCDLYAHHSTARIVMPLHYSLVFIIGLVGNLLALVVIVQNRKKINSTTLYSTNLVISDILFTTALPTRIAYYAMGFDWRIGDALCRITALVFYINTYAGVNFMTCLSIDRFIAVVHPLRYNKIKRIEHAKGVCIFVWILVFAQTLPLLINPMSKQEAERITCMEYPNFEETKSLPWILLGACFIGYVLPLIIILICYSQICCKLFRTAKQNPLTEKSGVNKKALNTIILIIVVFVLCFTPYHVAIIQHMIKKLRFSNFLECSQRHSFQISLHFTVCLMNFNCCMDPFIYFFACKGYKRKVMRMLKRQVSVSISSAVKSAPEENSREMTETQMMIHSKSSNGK
APJ ag: APJ receptor agonism; AID 2520; CHO-K1 APJ PathHunter beta-arrestin, luminescence; 0% DMSO wells, 100% apelin; 0.11% of 330,000 active; activation, % at 20 µM;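 active = activation more than six SD over the plate average, tested at 20 µM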;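 note: 0% = DMSO alone and 100% = apelin-13 at 10 nM; some results filed as inactive read as strong as hits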
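Assay system: CHO-K1 cells stably expressing ProLink-tagged human APJ and arrestin–beta-gal acceptor. Compound dosing: 20 µM single point, 1% DMSO. Times: 16-18 h seeding, 90 min dark compound exposure, 60 min detection. Detection: beta-gal luminescence. Evaluation: APJ–arrestin association signal. Controls: negative DMSO alone, positive Apelin-13 at 10 nM.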
APJ antag: blocks the human apelin receptor APJ; inhibition, % at 20 µM; 0.32% of 330,000 active; P35414; CHO-K1 APJ beta-arrestin complementation, luminescence;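 active = inhibition above about 40% at 20 µM, limit read from the data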;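 note: cells challenged with 10 nM apelin-13 agonist together with compound; plate controls were apelin-13 plus DMSO wells for no effect and DMSO wells lacking apelin-13 for full effect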
ATG4B inhibitor: inhibitors of human ATG4B cysteine protease. AID 504462. 0.51% of 340,000 active. Q9Y4P1. inhibition, % at 8.33 µM. ATG4B cleavage of LC3-PLA2, NBD-HPC fluorescence, 1 h; in the data active = inhibition above about 40%
CCR6 antagonist: CCR6 (human) receptor antagonism. P51684. CHO-K1 CCR6 PathHunter beta-arrestin, luminescence, CCL20-stimulated. inhibition, % at 20 µM. 0.49% of 340,000 active;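 active = compounds whose inhibition of the agonist-driven luminescence signal at 20 µM reaches about 50%, limit read from the data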;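 note: cells stimulated with CCL20 at 14 nM final; plate controls were DMSO with CCL20 for no effect and DMSO without agonist for full effect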
Target sequence (P51684 whole entry, looked up): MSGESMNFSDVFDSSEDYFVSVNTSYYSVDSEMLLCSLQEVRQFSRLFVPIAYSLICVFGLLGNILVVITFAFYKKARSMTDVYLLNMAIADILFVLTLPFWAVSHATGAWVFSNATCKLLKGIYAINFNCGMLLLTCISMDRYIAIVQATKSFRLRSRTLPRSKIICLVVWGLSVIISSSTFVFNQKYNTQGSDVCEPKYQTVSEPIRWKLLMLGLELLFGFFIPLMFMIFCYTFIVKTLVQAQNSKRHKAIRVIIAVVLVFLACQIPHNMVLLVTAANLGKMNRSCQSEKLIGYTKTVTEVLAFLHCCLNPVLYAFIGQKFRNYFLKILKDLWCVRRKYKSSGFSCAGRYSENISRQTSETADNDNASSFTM
UBC13 polyUb: inhibitors of human UBC13 polyubiquitin chain formation | TR-FRET | 0.47% of 330,000 active | P61088 | inhibition, % at 20 µM; in the data active = inhibition above about 45%, passing the limit was not always enough
* hit, by the source's call; x = not tested or not shown. Compounds as they come; 3% or so of the library scored in one or more.

SMILES	CXCR6 inh	Gli-Sufu antag	EBI2 antag	APJ ag	APJ antag	ATG4B inhibitor	CCR6 antagonist	UBC13 polyUb
CCOc1cccc(C(=O)N/N=C/c2ccoc2)c1	-8	10	-23	-2	-2	1	-6	1
Fc1ccc(-c2cn3ccccc3n2)cc1	-21	-88	-10	1	-17	5	8	-2
Cc1ccc(Oc2ncnc(N)c2[N+](=O)[O-])cc1	-3	-7	-4	-3	19	2	7	-2
CCOc1ccccc1Oc1coc2cc(OCC(=O)O)ccc2c1=O	-3	0	5	0	-33	-4	9	-14
O=C(c1cccnc1)N1CCC(Oc2ccc(C(=O)N3CCCC(O)C3)cc2)CC1 (stereo not drawn)	-3	3	2	0	-3	-4	1	-3
O=C(O)CCCNC(=O)CCCNC(=O)C(c1ccccc1)c1ccccc1	-7	51	-13	-4	-19	-8	3	-2
FC(F)(F)c1ccccc1NC(=S)Nc1ccccc1	3	33	-7	-2	15	6	17	-2
COc1ccccc1N(C)S(=O)(=O)c1ccc(C(=O)N2CCCc3ccccc32)cc1	1	34	29	2	1	5	20	-2
COc1ccccc1NC(=O)C(C)NS(=O)(=O)c1ccccc1 (stereo not drawn)	-1	4	4	-2	-14	0	4	3
Cc1cccc(N(O)C(=O)Nc2cccc(Cl)c2)c1	-36	-41	-4	4	-50	7	-35	-2
Cc1cccc(-c2ncc(CN3CCN(C4CCCC4)C(CCO)C3)cn2)c1 (stereo not drawn)	-4	13	-8	0	1	7	16	10
CCC1CN(C(=O)N2CCC(C(=O)NCc3ccco3)CC2)c2ccccc2O1 (stereo not drawn)	6	1	-9	-2	7	-2	8	2
Cc1c(Cl)cccc1NC(=O)CCS(=O)(=O)c1cccc2nonc12	1	5	-6	-1	7	3	10	2
CC1CCCCC1NC(=O)CN1CCC(O)(c2ccc(F)cc2)CC1 (stereo not drawn)	-9	7	-1	-1	8	-15	11	3
CCOc1ccc(C(=O)NCc2ccco2)cc1OCC	-4	-19	-5	-2	-6	2	7	5
COc1cc(C(=O)N(Cc2ccc(F)cc2)C2CCS(=O)(=O)C2)cc(OC)c1OC (stereo not drawn)	2	8	-14	-4	13	-4	-8	3
CCCC(NCC(=O)Nc1cc(S(=O)(=O)N2CCOCC2)ccc1OC)c1ccccc1 (stereo not drawn)	13	8	6	-5	-4	-7	29	-7
Cc1cc(OCC(=O)OCC(=O)c2c(N)n(C)c(=O)n(C)c2=O)ccc1Cl	-4	-2	-5	-3	0	-15	6	18
N#CCCn1cc(CNC2CCC(O)CC2)c2ccccc21 (stereo not drawn)	-5	16	0	-3	12	-1	-4	-6
CCOC(=O)/C(=C/C1=CC(=C/N(C)C)/C(=O)O1)C(C)=O	-7	4	-6	-2	18	6	16	-78
CNC(=S)N(CCc1c(C)[nH]c2ccc(C)cc12)Cc1cccs1	7	9	23	-3	-21	-13	-3	9
CC(C)Cn1c(=O)c2c(c3ccccc31)OC(C)C(=O)N2 (stereo not drawn)	-30	0	3	x	x	-4	8	x
O=C(CCNC(=O)c1ccco1)Nc1ccc(SC(F)F)cc1	-4	0	1	1	-18	-2	9	-2
CC(C)(C)c1ccc(C(=O)NC2CCN(Cc3ccccc3)CC2)cc1	8	8	-17	-9	12	-2	15	2

Brought forward from above: seven entries; new compounds follow.
SMILES	CXCR6 inh	Gli-Sufu antag	EBI2 antag	APJ ag	APJ antag	ATG4B inhibitor	CCR6 antagonist	UBC13 polyUb
Cc1cc(OCC(=O)OCC(=O)c2c(N)n(C)c(=O)n(C)c2=O)ccc1Cl	-4	-2	-5	-3	0	-15	6	18
N#CCCn1cc(CNC2CCC(O)CC2)c2ccccc21 (stereo not drawn)	-5	16	0	-3	12	-1	-4	-6
CCOC(=O)/C(=C/C1=CC(=C/N(C)C)/C(=O)O1)C(C)=O	-7	4	-6	-2	18	6	16	-78
CNC(=S)N(CCc1c(C)[nH]c2ccc(C)cc12)Cc1cccs1	7	9	23	-3	-21	-13	-3	9
CC(C)Cn1c(=O)c2c(c3ccccc31)OC(C)C(=O)N2 (stereo not drawn)	-30	0	3	x	x	-4	8	x
O=C(CCNC(=O)c1ccco1)Nc1ccc(SC(F)F)cc1	-4	0	1	1	-18	-2	9	-2
CC(C)(C)c1ccc(C(=O)NC2CCN(Cc3ccccc3)CC2)cc1	8	8	-17	-9	12	-2	15	2
CCN(C(=O)CSc1nnc(-c2cccc(F)c2)n1N)c1c(N)n(Cc2ccccc2)c(=O)[nH]c1=O	8	-4	-11	x	x	-6	3	x
Clc1cccc2sc(N3CCCCC3)nc12	0	-58	2	-4	3	-3	0	-9
COC(=O)CSc1nc(NCC(C)C)nc(N2CCOCC2)n1	-7	0	-11	-2	10	1	2	-7
COc1ccc(NC2CCCN(C(=O)c3oc(C)cc3C)C2)cc1OC (stereo not drawn)	-15	-6	-8	-1	-9	3	6	-8
Cc1c(NC(=O)CCc2ccccc2)cccc1[N+](=O)[O-]	2	-2	7	-4	-3	-1	5	4
Cc1ccc(-c2c(C(=O)NCc3ccccc3)oc(=O)c3ccccc23)cc1	8	-1	7	-4	4	15	-2	-8
CCCCNC(=O)COn1nnc2ccc(S(=O)(=O)N3CCOCC3)cc21	-2	-3	0	-2	0	8	-2	1
CC(C)C(=O)Nc1cccc(NC(=O)c2cccnc2)c1	0	3	-4	-2	-19	-7	5	1
COc1ccc(OC(=O)/C=C/c2ccc([N+](=O)[O-])cc2)cc1	-7	1	2	-1	-36	4	2	-6
Cc1cc(S(=O)(=O)N2CCOCC2)ccc1OCC(=O)N1CCCCC1	-6	5	3	-4	-5	-7	4	-5
COc1ccc(S(=O)(=O)Nc2ccc(Oc3ncccn3)c(Cl)c2)cc1	4	-5	1	2	-1	-8	6	3
C=CCOc1nc(-c2ccncc2)nc2ccccc12	7	-10	-3	-5	9	3	6	8
Cc1ccccc1OCc1nc2ccc(S(=O)(=O)N3CCOCC3)cc2[nH]1	-7	7	20	-3	13	-5	-16	-9
COc1ccc(CNC(=O)/C=C/C(=O)O)cc1	-8	2	-2	2	17	-8	-11	1
NC(=O)Cn1c(O)c(N=NC(=O)CNC(=O)/C=C/c2ccccc2)c2ccccc21	-15	-4	1	1	-1	6	-4	-10
CCN(CC)C(=O)N1CCN(c2c([N+](=O)[O-])c(=O)oc3ccccc23)CC1	-1	-2	-1	-4	6	-5	8	0
Cc1ccc(S(=O)(=O)Nc2cccc3ncccc23)s1	63*	85*	73*	-18	91*	6	96*	-10
Cc1ccc(NC(=S)NC(=O)C2CCC2)cc1C	8	-18	10	3	-10	-2	3	-6
CCCN(CC(=O)Nc1ccccc1C)C(=O)c1sc2ccccc2c1Cl	9	-6	-4	-3	-12	-7	16	30
O=C(/C=C/c1ccccc1)c1ccccc1	-2	13	5	-3	14	-6	9	-1
Cc1cc(O)c(/C=N/Nc2ccc(Cl)cc2)c(=O)o1	-4	-1	-4	3	-8	11	15	-7
Cc1ccc(OCC(=O)Nc2ccc3c(c2)OC(F)(F)O3)c([N+](=O)[O-])n1	0	5	-20	-2	4	11	14	-4
COc1ccc(C(=O)NC(=S)Nc2ccc(Cl)c(C(=O)O)c2)cc1	17	0	6	-3	25	6	30	-5
CC(C)[C@H](NC(=O)C1CCN(S(=O)(=O)c2ccccc2)CC1)C(=O)NCc1ccco1	3	-12	-6	1	12	6	10	2
COc1ccc(C(=O)CSc2nnc(-c3ccc(C)cc3)o2)cc1	4	2	6	-4	8	-7	-1	-5
CCOc1ccc(NC(=O)CCS(=O)(=O)c2cccc3nsnc23)cc1	3	0	-17	4	4	-15	7	17
CN(C)/C=C/C(=O)c1cnc(-c2ccc(Cl)cc2)s1	5	-116	4	1	17	-3	-6	-8
O=C(CSc1nc2ccccc2c(=O)n1CC1CCCO1)N1CCN(c2ccccc2)CC1 (stereo not drawn)	7	8	6	-7	1	3	22	-3
NNC(=O)C1CCCN1S(=O)(=O)c1ccc(Cl)cc1 (stereo not drawn)	3	3	-3	-3	6	-8	2	3
O=C(C1CCCN(S(=O)(=O)c2cccc3cccnc23)C1)N1CCN(c2ccc(F)cc2)CC1 (stereo not drawn)	-2	1	4	-1	19	-1	3	1
COc1ccc(NC(=O)CCS(=O)(=O)c2cccc3nonc23)c(OC)c1	5	-3	4	2	25	-8	-1	8
O=S(=O)(Cc1ccc(Cl)cc1)N1CCN(Cc2ccccc2)CC1	6	3	2	-5	-1	7	2	3
Clc1ccc2c(c1)[C@H]1OCC[C@H]1[C@@H](c1ccco1)N2	-7	-25	4	-2	5	-9	9	3
CC(=O)c1cccc(NC(=O)N2CCC(C(=O)c3ccc(F)cc3)CC2)c1	-6	-6	7	0	4	1	5	-1
CCCCN(C(=O)C(C)N1C(=O)c2ccccc2C1=O)c1c(N)n(CC(C)C)c(=O)[nH]c1=O (stereo not drawn)	-1	1	-13	0	1	2	6	-13
CCCCc1nnc(NC(=O)c2oc3ccccc3c2C)s1	8	-35	-1	0	-12	14	-1	-5
Cc1cccc(N(C)C(=O)CCS(=O)(=O)c2cc3c(cc2Cl)NC(=O)CO3)c1	-4	0	12	-2	-5	-10	3	-4
COc1ccc(C(=O)N/N=C(\C)Cn2cnc([N+](=O)[O-])n2)cc1	-16	1	-2	4	-1	-1	5	0
CCOCCC(=O)Nc1cc(Cl)ccc1OC	1	-11	-12	-7	-7	1	-2	10
CCOCCCN(Cc1ccco1)C(=O)c1cc2c(=O)[nH]c3ccc(C)cc3c2s1	5	-15	6	3	2	-3	26	14
Nc1ccc(N=Nc2ccc(O)cc2)c(N)n1	24	60*	-14	x	x	4	25	x
CN(Cc1ccc(F)cc1)C(=O)COc1ccccc1-c1ccccc1	-2	-2	14	-1	16	48*	-1	-6
Cc1ccc(-c2noc(Cn3nc(C(=O)O)c4ccccc4c3=O)n2)cc1	3	-9	1	-4	32	-18	-5	-3
N#Cc1ccc(C(=O)OCCCc2cc3ccccc3c(=O)o2)cc1	-14	-6	-4	-2	9	-8	13	-14
Cc1c(NC(=S)NC(=O)c2cccc(Br)c2)c(=O)n(-c2ccccc2)n1C	6	-11	6	-2	-11	3	24	-10
O=C(NCCc1ccccc1F)C1CC(=O)N(c2ccccc2)C1 (stereo not drawn)	4	5	5	-1	-18	0	8	8
Cc1nc2ccccn2c1-c1csc(NCc2ccco2)n1	-6	24	0	-1	-4	-6	8	3
O=C(CCCN1C(=O)/C(=C/c2ccccc2Cl)SC1=S)NNC(=O)c1ccc(Cl)cc1Cl	3	26	32	0	0	4	9	-5
COc1ccc(Cl)cc1-n1c(=S)sc2c(=O)[nH]c(SCC(=O)C(C)(C)C)nc21	7	6	-7	-1	14	-4	-7	-22
O=C(Nn1c(-c2ccccc2)nc2ccccc2c1=O)c1cccs1	-6	8	-9	-1	-21	7	17	4
COCCN1CCN(C(=O)c2ccc3oc(CCc4ccccc4)nc3c2)CC1	-4	-11	-1	-5	-37	-2	-18	-8
COc1cnc(-c2ccccn2)nc1Sc1ccccc1Cl	9	11	5	-2	14	13	3	-8
COc1cc(CNCc2ccccn2)ccc1OCc1ccc(Cl)cc1	-8	14	-1	-2	-13	-6	19	11
COc1ccc(NC(=O)C2CCCN2C(=O)Nc2cccc(F)c2)cc1 (stereo not drawn)	-6	6	-2	0	-1	4	9	-7
O=c1c2c(nc3nc(COc4ccccc4)[nH]n13)CCC2	-1	9	-6	-1	-2	3	9	2
COc1cccc(NC(=O)Cc2nnc(SCC(=O)NC3=NCCS3)n2C)c1	-2	-19	-6	2	1	-9	-4	7
CC(=O)N1CCC(Nc2ccc(C)cc2)CC1	-5	-2	3	0	15	-20	13	-4
Cc1ccccc1-c1nc(CS(=O)(=O)CC(=O)N2CCc3ccccc32)c(C)o1	8	6	-1	-1	10	-8	5	3

Screening data as filed in PubChem.
